Screening data deposited in PubChem by Sanford-Burnham Center for Chemical Genomics.
tim10-1 inh – inhibits growth of tim10-1 mutant yeast; S. cerevisiae tim10-1 ts strain growth, BacTiter-Glo, 24 h; inhibition, % at 20 µM; 330,000 tested, 2.2% active;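 active = inhibition of at least 40%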;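 also: mutant grown at 25 °C; 0% = DMSO wells with yeast and 100% = wells holding no yeast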
UPR CHOP act – apoptotic UPR (CHOP) activation | CHO-CHOP luciferase reporter, luminescence; percent of tunicamycin response over DMSO baseline | activation, % at 10 µM | 330,000 tested, 0.34% active | AID 449763;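 active = at 10 µM dose, activation of 40% or more, normalized to positive control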;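 also: 100% = tunicamycin at 10 µg/mL and 0% = DMSO alone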
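System: CHO-CHOP luciferase reporter cell line | Buffer or medium: F12 medium containing 10% fetal bovine serum | Doses: One dose, 10 µM in 0.5% DMSO | Times: 6 h compound exposure at 37 °C after overnight seeding | Signal: Luciferase luminescence | Read-out: % activation vs tunicamycin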
697 NFkB inh – lowers PMA/ionomycin-induced NF-kB signal in 697 B cells | 697 B-cell NF-kB luciferase reporter, 16 h | inhibition, % at 4 µM | 330,000 tested, 0.33% active | AID 435022; in the data active = inhibition above about 35%
TIM10 inh – inhibits growth of TIM10 yeast strain. AID 463195. 330,000 tested, 1.4% active. inhibition, % at 10 µM. S. cerevisiae TIM10 strain growth, BacTiter-Glo luminescence, 24 h;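 active = inhibition of 40% or more at the single tested concentration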;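 also: wild-type TIM10 isogenic control strain grown at permissive 25 °C; 0% = DMSO yeast wells and 100% = minimal medium wells without yeast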
Mdm2 MdmX PPI – inhibitors of human Mdm2/MdmX interaction; O15151+Q00987; SaOS-2 split-luciferase Mdm2/MdmX complementation, luminescence; inhibition, % at 8 µM; 330,000 tested, 3% active; AID 485346;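 active = inhibition of at least 50% at 8 µM in the primary screen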
XBP1 UPR activ – adaptive UPR (XBP1) activation; CHO-XBP1 luciferase reporter, IRE1-XBP1 UPR activation, luminescence; percent of tunicamycin response, DMSO as zero; 330,000 tested, 0.33% active; activation, % at 20 µM; AID 463104;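 active = versus positive control, 20 µM dose yields 30% or more activation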;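 also: 100% = tunicamycin at 10 µg/mL and 0% = DMSO only wells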
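Signal: luciferase luminescence; Assay system: CHO-XBP1 luciferase reporter cells; Amount: one thousand reporter cells per well; Dosing: 20 µM single concentration, DMSO 1%; Benchmarks: high control tunicamycin 10 µg/mL final, low control DMSO vehicle only; Schedule: 6 h compound exposure at 37 °C, 5% CO2; Evaluation: percent activation relative to tunicamycin reference.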
tim23-1 inh – growth inhibitors of tim23-1 mutant yeast; S. cerevisiae tim23-1 growth, BacTiter-Glo luminescence, 24 h; inhibition, % at 20 µM; 330,000 tested, 1.3% active; AID 463212;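 active = growth inhibition of the mutant yeast at or above 50%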;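 also: temperature-sensitive mutant grown at 25 °C; plate controls were DMSO-treated mutant yeast for no effect and medium wells lacking yeast for full effect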
Jurkat NFkB inh – inhibitors of the PMA/ionomycin-induced NF-kB reporter in Jurkat cells. PMA/ionomycin-induced NF-kB luciferase reporter, luminescence. inhibition, % at 4 µM. 330,000 tested, 0.53% active; in the data active = inhibition above about 50%
Numbers without * were called inactive.

(1) Cc1ccc(Cn2ccc(=O)c(OCc3ccccc3)c2C)cc1
(2) CC1(C)Cc2cccc(OCC(=O)Nc3nccs3)c2O1
(3) CCSc1nncn1/N=C/c1ccc(OC)c(OC)c1
(4) O=C1c2ccccc2-n2c1nc1ccccc1c2=O
(5) O=c1[nH]c(-[n+]2ccc3ccccc3c2)c(/C=N/N=C(\[O-])c2ccccc2)s1
(6) Cn1c(-c2csc(-c3ccccc3)n2)n[nH]c1=S

Compound | 1 | 2 | 3 | 4 | 5 | 6
tim10-1 inh | 3 | 31 | -4 | 15 | 29 | 22
UPR CHOP act | -0.7 | -0.8 | -0.1 | 77* | 1.2 | 1.1
697 NFkB inh | -34 | 9 | -25 | -29 | -13 | -7
TIM10 inh | -1 | 28 | -11 | 1 | 7 | 18
Mdm2 MdmX PPI | -13 | 12 | 10 | 13 | 25 | -26
XBP1 UPR activ | 3 | 0 | 6 | 34* | -2 | 1
tim23-1 inh | 8 | 29 | -5 | 8 | 19 | 1
Jurkat NFkB inh | -36 | -10 | -16 | 15 | -3 | -8

(7) C/C(=N\N=C1\NC(=O)C(CC(=O)Nc2ccccc2F)S1)C1CCCCC1 (stereo not drawn)
(8) Cc1cccc2nc(CSc3ccccc3N)cn12
(9) Cc1cc(NS(=O)(=O)c2ccc(N3C(=O)C4C5C=CC(C5)C4C3=O)cc2)nc(C)n1 (stereo not drawn)
(10) COc1ccc(/C=N/OCC(=O)Nc2nc3ccccc3s2)cc1
(11) Cc1ccc(CNC(=O)c2ccc3c(c2)S(=O)(=O)c2ccccc2C3=O)cc1
(12) CN1C(=O)[C@H]2[C@@H](C3CC3)N3C(=O)CN(Cc4ccccc4)C(=O)[C@@]3(C)[C@H]2C1=O

Compound | 7 | 8 | 9 | 10 | 11 | 12
tim10-1 inh | 33 | 3 | 4 | 15 | -30 | -5
UPR CHOP act | 0.7 | 14 | 1.6 | 7.3 | 0.5 | -0.4
697 NFkB inh | 7 | -140 | -10 | -5 | 11 | 2
TIM10 inh | 17 | 3 | 2 | 5 | -16 | -7
Mdm2 MdmX PPI | 16 | -72 | 6 | 5 | 6 | 4
XBP1 UPR activ | -3 | -3 | 0 | 1 | 3 | 0
tim23-1 inh | 30 | -8 | 8 | 36 | -13 | 10
Jurkat NFkB inh | 1 | -105 | -3 | 7 | 18 | 4

(13) CCn1nnnc1SCC(=O)c1cccc(OC)c1
(14) Cn1cc(S(=O)(=O)N2CCN(c3ccccc3F)CC2)c(=O)n(C)c1=O
(15) Cc1nnc(SCc2ccccc2C#N)n1-c1ccccc1
(16) N#Cc1cc2c(=O)n3ccccc3nc2n(-c2ccccc2Cl)c1=O
(17) C=CCn1c(CNS(=O)(=O)c2ccc(Br)cc2)nnc1SC
(18) Cc1ccc2[nH]cc(CCNS(=O)(=O)c3ccc(F)cc3)c2c1

Compound | 13 | 14 | 15 | 16 | 17 | 18
tim10-1 inh | 14 | 3 | 15 | 1 | 5 | 4
UPR CHOP act | 2.9 | 0.2 | -1.8 | -0.4 | 1.0 | 0.5
697 NFkB inh | 18 | -10 | 9 | 11 | 7 | -12
TIM10 inh | 13 | -9 | 27 | -17 | 10 | 6
Mdm2 MdmX PPI | 5 | 6 | -8 | 19 | 20 | -2
XBP1 UPR activ | 1 | -1 | -4 | 5 | -3 | -2
tim23-1 inh | 24 | 17 | 39 | 4 | 0 | 23
Jurkat NFkB inh | -6 | 8 | 3 | 27 | 7 | -1

XBP1 UPR activ: hit marks shown above
entry | canonical_smiles | tim10-1 inh | 697 NFkB inh | TIM10 inh | Mdm2 MdmX PPI | XBP1 UPR activ | Jurkat NFkB inh
4 | O=C1c2ccccc2-n2c1nc1ccccc1c2=O | 15 | -29 | 1 | 13 | 34* | 15

More structures follow:
(19) COc1cc(NC(=O)c2ccc(C)c([N+](=O)[O-])c2)ccc1NC(=O)c1ccco1
(20) O=C(COc1ccccc1)NCCS(=O)(=O)N1CCN(c2ccccc2)CC1
(21) CC(C)CNC(=O)C(=O)NCC1OCCN1S(=O)(=O)c1cccs1 (stereo not drawn)
(22) NS(=O)(=O)c1ccc(CCNC(=O)CN2C(=O)c3ccccc3S2(=O)=O)cc1
(23) COc1cc(C(CC(=O)Nc2ccc(C)cn2)N2Cc3ccccc3C2=O)cc(OC)c1OC (stereo not drawn)
(24) CNC(=O)c1csc(-c2ccc(C)cc2)n1

Compound | 19 | 20 | 21 | 22 | 23 | 24
tim10-1 inh | -4 | -3 | 11 | 5 | 12 | 28
UPR CHOP act | 2.3 | 0.8 | -0.5 | -0.6 | -0.3 | 1.2
697 NFkB inh | -8 | 0 | 16 | 3 | 11 | -10
TIM10 inh | 1 | 0 | 3 | 10 | 2 | -9
Mdm2 MdmX PPI | -37 | 18 | 11 | 28 | 9 | -30
XBP1 UPR activ | 0 | -1 | -3 | -2 | -1 | 3
tim23-1 inh | -13 | -8 | 8 | 4 | 14 | 13
Jurkat NFkB inh | 4 | 3 | -6 | 5 | -36 | -36

(25) CCCN(C(=O)COC(=O)CCOc1ccccc1C)c1c(N)n(Cc2ccccc2)c(=O)[nH]c1=O
(26) COc1cc(CNCc2ccccn2)ccc1OCC(N)=O
(27) Cc1ccc(S(=O)(=O)Nc2ccnc(-c3cccnc3)n2)cc1
(28) CCOc1cccc(CN2CCN(CCCc3ccccc3)C(CCO)C2)c1O (stereo not drawn)
(29) COc1ccccc1CC(=O)Nc1nc(-c2ccc(F)c(F)c2)cs1
(30) C=CCOC(=O)C1=C(C)NC(SC)=C(C#N)C1c1cccs1 (stereo not drawn)
(31) O=C(COC(=O)C1CCN(C(=O)c2ccc(Cl)cc2)CC1)NC1CCS(=O)(=O)C1 (stereo not drawn)
(32) O=C(CNC(=O)c1ccccc1)OCC(=O)c1ccc(Cl)s1

Compound | 25 | 26 | 27 | 28 | 29 | 30 | 31 | 32
tim10-1 inh | 1 | -5 | 3 | 7 | 15 | 18 | -16 | -14
UPR CHOP act | -1.0 | -0.9 | -0.8 | -2.1 | 3.3 | 1.1 | -0.5 | -1.0
697 NFkB inh | 14 | -1 | 13 | -42 | 1 | -1 | 3 | 19
TIM10 inh | 7 | -7 | -3 | -14 | 37 | 19 | -6 | 6
Mdm2 MdmX PPI | 21 | -10 | -12 | -1 | 6 | 34 | 3 | -19
XBP1 UPR activ | 7 | -2 | 1 | -5 | 0 | -1 | 6 | -1
tim23-1 inh | 12 | 2 | -2 | 0 | 18 | 13 | 21 | 1
Jurkat NFkB inh | 5 | 3 | 14 | 5 | 15 | 20 | -2 | 6

Filtered by structure: the compounds so far containing four or more nitrogen atoms
(3) CCSc1nncn1/N=C/c1ccc(OC)c(OC)c1
(5) O=c1[nH]c(-[n+]2ccc3ccccc3c2)c(/C=N/N=C(\[O-])c2ccccc2)s1
(6) Cn1c(-c2csc(-c3ccccc3)n2)n[nH]c1=S
(7) C/C(=N\N=C1\NC(=O)C(CC(=O)Nc2ccccc2F)S1)C1CCCCC1 (stereo not drawn)
(9) Cc1cc(NS(=O)(=O)c2ccc(N3C(=O)C4C5C=CC(C5)C4C3=O)cc2)nc(C)n1 (stereo not drawn)
(13) CCn1nnnc1SCC(=O)c1cccc(OC)c1
(14) Cn1cc(S(=O)(=O)N2CCN(c3ccccc3F)CC2)c(=O)n(C)c1=O
(15) Cc1nnc(SCc2ccccc2C#N)n1-c1ccccc1

Compound | 3 | 5 | 6 | 7 | 9 | 13 | 14 | 15
tim10-1 inh | -4 | 29 | 22 | 33 | 4 | 14 | 3 | 15
UPR CHOP act | -0.1 | 1.2 | 1.1 | 0.7 | 1.6 | 2.9 | 0.2 | -1.8
697 NFkB inh | -25 | -13 | -7 | 7 | -10 | 18 | -10 | 9
TIM10 inh | -11 | 7 | 18 | 17 | 2 | 13 | -9 | 27
Mdm2 MdmX PPI | 10 | 25 | -26 | 16 | 6 | 5 | 6 | -8
XBP1 UPR activ | 6 | -2 | 1 | -3 | 0 | 1 | -1 | -4
tim23-1 inh | -5 | 19 | 1 | 30 | 8 | 24 | 17 | 39
Jurkat NFkB inh | -16 | -3 | -8 | 1 | -3 | -6 | 8 | 3

(16) N#Cc1cc2c(=O)n3ccccc3nc2n(-c2ccccc2Cl)c1=O
(17) C=CCn1c(CNS(=O)(=O)c2ccc(Br)cc2)nnc1SC
(25) CCCN(C(=O)COC(=O)CCOc1ccccc1C)c1c(N)n(Cc2ccccc2)c(=O)[nH]c1=O
(27) Cc1ccc(S(=O)(=O)Nc2ccnc(-c3cccnc3)n2)cc1

Compound | 16 | 17 | 25 | 27
tim10-1 inh | 1 | 5 | 1 | 3
UPR CHOP act | -0.4 | 1.0 | -1.0 | -0.8
697 NFkB inh | 11 | 7 | 14 | 13
TIM10 inh | -17 | 10 | 7 | -3
Mdm2 MdmX PPI | 19 | 20 | 21 | -12
XBP1 UPR activ | 5 | -3 | 7 | 1
tim23-1 inh | 4 | 0 | 12 | -2
Jurkat NFkB inh | 27 | 7 | 5 | 14

This is a random part of the collection; any-hit rate near 6.6%.
